Source: PubChem BioAssay (Broad Institute)
C2C12 statin = suppression of simvastatin myotoxicity | C2C12 myotubes + simvastatin, ATP luminescence, 48 h; scaled: DMSO 0, geranylgeraniol control 100 | rescue of ATP level, % at 7.49 µM | hit rate 0.78% among 330,000 | AID 602340;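 active = mean ATP rescue above about 67%, or every replicate alone reaching that limit, limit read from the data, passing the limit was not always enough; inconclusive = no clear call, values can overlap the other calls; inactive = mean under the limit and some replicate under it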;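 note: myotubes were challenged with 10 µM simvastatin during compound exposure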
S100A4 MyoIIA = blocks human S100A4 binding to myosin IIA peptide; P26447; S100A4/TAMRA-MyoIIA peptide fluorescence polarization; inhibition, % at 10.7 µM; hit rate 0.14% among 360,000; AID 652163;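 active = mean inhibition of at least 70% across replicates, with every replicate also reaching that level; inconclusive = mean inhibition reaches 70% but some replicates fall short; inactive = mean inhibition below 70%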
Target sequence (P26447 whole entry, looked up): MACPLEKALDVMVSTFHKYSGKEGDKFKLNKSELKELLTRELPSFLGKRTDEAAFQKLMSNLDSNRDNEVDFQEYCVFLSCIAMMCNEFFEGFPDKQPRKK
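Material: human S100A4 monomer with TAMRA-labelled myosin IIA peptide; buffer or medium: HEPES pH 7.2 with CaCl2, KCl, NaCl, DTT, Triton; compound dosing: one concentration per compound; schedule: 5 min incubation before reading; benchmarks: neutral control DMSO, positive control TFP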
PglD DTNB = inhibitors of Campylobacter jejuni PglD acetyltransferase; inhibition, % at 12.5 µM; AID 602405; purified PglD enzyme, DTNB colorimetric CoA detection; hit rate 0.098% among 360,000; in the data active = inhibition above about 16%, passing the limit was not always enough; inconclusive = no clear call, values can overlap the other calls; note: strong numbers were not always called active
ERp5 inh = inhibitors of human ERp5; ERp5 insulin aggregation, absorbance 650 nm, 90 min; Q15084; inhibition, % at 9.99 µM; hit rate 0.05% among 350,000; AID 651711;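 active = mean replicate inhibition above about 25%, with every replicate also reaching it, limit read from the data, passing the limit was not always enough; inconclusive = only one of those two criteria met; inactive = neither criterion met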
SIRT5 block = inhibitors of human sirtuin-5 desuccinylase; Q9NXA8; hit rate 1.1% among 330,000; AID 652115; inhibition, % at 15 µM; Purified SirT5, succinyl-peptide AMC, trypsin-coupled fluorescence; in the data active = inhibition above about 15%; inconclusive = no clear call, values can overlap the other calls
Target sequence (Q9NXA8 whole entry, looked up): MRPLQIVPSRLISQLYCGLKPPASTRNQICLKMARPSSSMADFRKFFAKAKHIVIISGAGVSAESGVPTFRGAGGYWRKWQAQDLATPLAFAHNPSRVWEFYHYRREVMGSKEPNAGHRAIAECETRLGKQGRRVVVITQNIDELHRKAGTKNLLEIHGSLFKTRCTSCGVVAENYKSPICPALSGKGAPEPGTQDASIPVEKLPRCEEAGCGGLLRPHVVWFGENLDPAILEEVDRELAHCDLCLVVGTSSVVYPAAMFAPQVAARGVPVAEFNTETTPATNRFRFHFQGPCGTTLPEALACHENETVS
E-sel inducer = induces E-selectin expression in human endothelial cells; HUVEC E-selectin immunofluorescence imaging; normalized: neutral wells 0, TNF-alpha wells 100; hit rate 0.37% among 260,000; activation, % at 7.58 µM; P16581; AID 686992;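 active = mean E-selectin-positive cell signal at least 10% of the positive control, reached in at least 60% of replicates, without over 20% cell loss; inconclusive = no rule given, readout overlaps actives, possibly toxicity-flagged; inactive = the rest, including those meeting only one limit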;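 note: in these data hits start at about 27%; measured in HUVEC primary endothelial cells; signal is the percent of cells scored E-selectin positive by PE staining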
Target sequence (P16581 whole entry, looked up): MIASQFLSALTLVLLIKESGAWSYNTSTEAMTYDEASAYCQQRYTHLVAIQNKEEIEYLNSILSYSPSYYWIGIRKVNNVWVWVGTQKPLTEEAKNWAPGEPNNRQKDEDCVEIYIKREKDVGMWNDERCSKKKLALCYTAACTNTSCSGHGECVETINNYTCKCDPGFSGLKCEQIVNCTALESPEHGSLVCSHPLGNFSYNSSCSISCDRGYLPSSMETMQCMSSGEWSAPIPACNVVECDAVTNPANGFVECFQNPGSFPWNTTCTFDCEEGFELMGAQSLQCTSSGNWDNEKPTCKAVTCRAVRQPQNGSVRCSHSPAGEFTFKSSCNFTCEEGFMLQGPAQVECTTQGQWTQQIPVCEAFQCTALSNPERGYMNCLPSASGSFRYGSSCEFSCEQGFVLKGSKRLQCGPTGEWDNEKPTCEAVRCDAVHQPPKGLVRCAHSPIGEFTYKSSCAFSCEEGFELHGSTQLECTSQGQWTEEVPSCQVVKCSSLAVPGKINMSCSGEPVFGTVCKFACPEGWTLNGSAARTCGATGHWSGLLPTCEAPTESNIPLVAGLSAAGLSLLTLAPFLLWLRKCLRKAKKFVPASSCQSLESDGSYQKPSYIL
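Assay system: HUVEC, human umbilical vein endothelial cells / Amount: 3,000 HUVEC/well / Controls: TNF-alpha positive control, DMSO neutral control / Compound dosing: single concentration / Medium: EGM-2 over gelatin coat / Evaluation: percent E-selectin-positive cells / Signal: immunofluorescence imaging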
DENV2 CPE rescue = DENV2-induced cell death inhibition; hit rate 1.7% among 350,000; CPE inhibition, % at 9.99 µM; AID 651640; DENV2-infected cells, cytopathic effect rescue, plate reader; in the data active = CPE inhibition above about 20%, passing the limit was not always enough; inconclusive = no clear call, values can overlap the other calls; tested in BHK-21 cells;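 note: 0% = median of neutral control wells and 100% = median of positive control wells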
The depositor's hits bear a star; ? = inconclusive; / = no result given; & = joins results of further samples. These rows are one share of the data, so the mix of outcomes need not match the whole.

SMILES	C2C12 statin	S100A4 MyoIIA	PglD DTNB	ERp5 inh	SIRT5 block	E-sel inducer	DENV2 CPE rescue
COC(=O)c1ccc(N2CCc3ccccc32)c([N+](=O)[O-])c1	3	3	1	1	4	0.2	-1
O=S(=O)(c1ccccc1F)N1[C@@H]2CNC[C@H]1C2c1ccc(-c2cccc(F)c2)cc1 (some centres undefined)	/	-5&4	/	3&7	-4&-1	0.0&0.2	?
O=C(CC1C(=O)NCCN1CC1CCCCC1)NC1(c2ccccc2)CC1 (centres undefined)	/	0	/	1	2	/	1
COC(=O)c1nc(N)sc1-c1ccc(Cl)cc1	/	2	/	0	0	/	5
CC(C)(C)OC(=O)NCCCCCNC(=O)c1[nH]cnc1C(=O)N[C@@H](Cc1ccccc1)C(=O)OCc1ccccc1	132*	-1	-5	-6	/	10	11
CCc1ccc(N2CC(C(=O)OCC(=O)NC3CC3)CC2=O)cc1 (centres undefined)	3	-1	0	-4	/	-0.1	2
CC(C)CNc1ccc2c(c1)OC[C@H](CC(C)C)NS2(=O)=O	/	4	/	0	/	0.1	?
Cc1cccc(C)c1OCC(=O)OC/C(O)=C(\C#N)c1nc2ccccc2[nH]1	/	6	2	-1	/	/	33*
CC(C)C#Cc1ccc([C@@H]2[C@@H](C#N)N(C(=O)CN(C)C)[C@@H]2CO)cc1	-3	-35	-2	0	-2	4.0	-8
O=S(=O)(c1ccc(Br)c2nsnc12)N1CCOCC1	/	0	/	-3	2	0.0	-3
C[C@H]1CCCCO[C@H](CN(C)C(=O)C2CCCCC2)[C@@H](C)CN([C@@H](C)CO)C(=O)c2cc(NC(=O)Nc3ccc(F)cc3)ccc2O1	/	8	0	1	7	0.9	8
C[C@@H]1CN([C@@H](C)CO)C(=O)Cc2cc(N(C)C)ccc2O[C@H]1CN(C)S(=O)(=O)c1ccccc1	9	4	-6	-4	-4	/	-3
C[C@H]1[C@H](c2ccccc2)C[C@@H](C(=O)O)C1(C)C	7	1	2	1	/	0.1	40*
Cn1nnc(NC(=S)NC(=O)c2cccc3c(Br)cccc23)n1	-8	-2	-2	0	-2	/	3
CCCCn1c(-c2cccnc2)n[nH]c1=S	/	3	/	6	1	-2.2	8

Entries above that contain fluorine (2):
SMILES	C2C12 statin	S100A4 MyoIIA	PglD DTNB	ERp5 inh	SIRT5 block	E-sel inducer	DENV2 CPE rescue
O=S(=O)(c1ccccc1F)N1[C@@H]2CNC[C@H]1C2c1ccc(-c2cccc(F)c2)cc1 (some centres undefined)	/	-5&4	/	3&7	-4&-1	0.0&0.2	?
C[C@H]1CCCCO[C@H](CN(C)C(=O)C2CCCCC2)[C@@H](C)CN([C@@H](C)CO)C(=O)c2cc(NC(=O)Nc3ccc(F)cc3)ccc2O1	/	8	0	1	7	0.9	8

Going on with the list.
SMILES	C2C12 statin	S100A4 MyoIIA	PglD DTNB	ERp5 inh	SIRT5 block	E-sel inducer	DENV2 CPE rescue
Cc1ccc(-n2[nH]c(C)c(C=Nc3ccc(S(=O)(=O)Nc4nccs4)cc3)c2=O)cc1C	/	-7	/	-1	2	/	12
COc1ccc(Nc2nc(NCC3CCCO3)nc(N)c2[N+](=O)[O-])cc1 (centres undefined)	/	-3	/	1	4	/	4
C[C@@H]1CN([C@@H](C)CO)C(=O)c2c(c3ccccc3n2C)-c2ccccc2CO[C@@H]1CN(C)C	14	20	-6	-3	6	0.2	?
O=C(COC(=O)c1ccc(Br)o1)NCC(=O)Nc1ccc(F)cc1	3	-8	5	4	-7	/	0
CCOc1ccc(Cn2nnc(-c3ccc(S(C)(=O)=O)cc3)n2)cc1OCC	-13	-1	-2	1	-3	-0.7	-3
CCOc1ccc(N=C2SCCCN2C(=O)c2c(CC)noc2C)cc1	0	7	-1	1	-4	-0.5	3
C[C@@H]1CN([C@@H](C)CO)S(=O)(=O)c2ccc(Br)cc2O[C@@H]1CN(C)C(=O)NC1CCCCC1	-1&15	-6&1	2&-3	-2&10	0&-2	4.4&-0.3	-2&6
O=C(N[C@H]1CC[C@@H](CCNS(=O)(=O)c2cccc(Cl)c2)O[C@@H]1CO)c1ccc(F)cc1	-2	12	0	-5	0	-0.2	6
CCOC(=O)C(C)Sc1nnc(CNC(=O)c2ccc(OC)cc2)n1C1CCCCC1 (centres undefined)	3	1	-4	-8	6	/	/
CCc1cc2c(=O)c(-c3nc4ccccc4n3C)c(C)oc2cc1OC(C)=O	15	2	2	-5	-1	0.1	1
C[C@@H]1CN([C@H](C)CO)C(=O)c2cccc(NC(=O)Nc3ccc(F)cc3)c2O[C@H]1CN(C)S(=O)(=O)c1cccs1	1	?	0	-1	-7	-0.2	-5
CC(C)NC(=O)Nc1ccc2c(c1)CC(=O)N([C@H](C)CO)C[C@@H](C)[C@@H](CN(C)Cc1ccc(Cl)c(Cl)c1)O2	15	5	-8	-2	8	47*	18
CCCCNC(=S)N/N=C/c1ccccc1F	/	6	-1	4	0	/	6
O=C(NCCN1CCOCC1)c1ccc(CS(=O)(=O)c2c(Cl)cccc2Cl)o1	-3	5	5	2	/	/	-19
COc1ccc(NC(=O)N2CCCc3ccccc32)cc1OC	13	-1	-5	-2	3	0.3	-4
Cc1ccc2[nH]c(C(F)(F)F)cc(=O)c2c1	-4	-3	/	-1	-5	0.0	6
CN1CCCCN2[C@H](C1)[C@@H](c1ccc(C#CC3(O)CCCC3)cc1)[C@@H]2CO	-12	-7	0	15	0	-0.2	-7
CN(C)CC(=O)N1CC(=O)N2[C@H](CO)[C@@H](c3ccc(-c4ccc(C#N)cc4)cc3)[C@H]2C1	/	0	/	-6	-1	0.1	-5
C[C@H](O)C#Cc1ccc2c(c1)O[C@@H](CN(C)C(=O)c1ccccc1)[C@@H](C)CN([C@@H](C)CO)S2(=O)=O	6	-5	3	-2	-1	0.4	-1
Clc1ccc2nnc(Cl)n2n1	/	-2	/	-8	-1	-3.2	-7
COc1ccc(CN(C)C[C@H]2Oc3c(NS(=O)(=O)c4ccc(Cl)cc4)cccc3C(=O)N([C@H](C)CO)C[C@H]2C)cc1	8	-1	10	0	-4	3.8	4
Cc1ccc(C)c(OCc2cc(C(=O)N3CCN(c4cnccn4)CC3)no2)c1	9	23	-5	0	-3	0.2	-6
Cc1c(C2C(C#N)=C(N)N(c3cccc([N+](=O)[O-])c3)C3=C2C(=O)CCC3)cnn1C (centres undefined)	/	0	/	3	-2	/	-4
CC(=O)CCc1ccccc1	-2	-1	3	0	5	/	-3
COc1ccc(F)cc1-c1cc(NC=O)c2ncc(-c3cccc(C(=O)N(C)C)c3)n2c1	-4	-17	-1	-10	/	-0.2	-1
Cc1cc2cc(CNC(=O)c3ccco3)ccc2n1C	-18	45	4	-4	2	/	9
C[C@H](CO)N1C[C@H](C)[C@@H](CN(C)C)Oc2ccc(NC(=O)Nc3ccc4c(c3)OCO4)cc2CC1=O	-39	45	5	7	1	2.6	-7
Cc1ccsc1/C=N/Nc1ncnc2nc[nH]c12	/	-2	/	-2	-1	0.0	-2
O=C(c1cccc(Oc2ccc([N+](=O)[O-])cc2Cl)c1)N1CCOCC1	7	0	-4	1	1	-0.5	-8
C=CCN1C=C2C(=O)C(C)(OC(=O)c3ccc(OC)cc3)C(=O)C(c3ccco3)=C2C=C1CCCC (centres undefined)	-12	0	3	4	/	0.2	3
COc1ccc(NCC(=O)Nc2ccc(Br)cc2F)c(OC)c1	-10	-4	-3	1	-3	6.6	0
CC(C)C[C@H](NC(=O)c1nc[nH]c1C(=O)NCc1ccccc1)C(=O)OCc1ccccc1	3	-1	-1	-4	/	0.2	6
CN1c2ccc(-c3ccc(C#N)cc3)cc2[C@@H]2[C@@H](CCN2C(=O)NC2CCCCC2)[C@H]1CO	/	-5	/	0	-14	-0.5	2
COc1ccc(-c2csc(N(CCCN(C)C)C(=O)c3cc(OC)c(OC)c(OC)c3)n2)cc1	-11	-7	2	-4	1	/	?
Cc1cccc(C)c1N1C(=O)c2ccccc2NC(=O)C1C(=O)NCCc1ccccc1F (centres undefined)	/	-2	/	1	-3	2.3	-18
NC(=O)c1c(NC(=O)c2ccc(N3C(=O)CCC3=O)cc2)sc2c1CCCC2	4	-4	8	5	3	-1.2	-1
CN1CCN(C(=O)C[C@@H]2C[C@H]3c4cc(NC(=O)Nc5ccccc5)ccc4O[C@H]3[C@@H](CO)O2)CC1	2	/	5	/	/	3.9	7
O=C1C(C=NCc2ccccn2)=C(O)c2ccccc21	-1	0	-3	-10	11	/	7
Cn1c(SCC(=O)N/N=C/c2ccco2)nc2ccccc21	-1	-4	3	2	0	0.2	2
CC(OC(=O)c1c[nH]c2ccccc12)C(=O)N1CCCC1 (centres undefined)	7	1	2	1	0	-0.2	5
C[C@@H]1CN([C@H](C)CO)S(=O)(=O)c2ccc(C#Cc3ccc(F)cc3)cc2O[C@@H]1CN(C)C	-12	-9	-3	-3	-2	-0.1	?
CCNC(=S)Nc1ccc(Cl)cc1	/	3	-5	2	-1	-0.2	-7
C[C@@H]1CN([C@H](C)CO)C(=O)c2cc(NC(=O)CCCN(C)C)ccc2O[C@@H](C)CCCCO[C@@H]1CN(C)Cc1ccc2c(c1)OCO2	-28	-21	-3	11	-3	-0.2	-5
COc1cc(O)c(C(CCN2CCOCC2)c2ccc3c(c2)OCO3)c(OC)c1 (centres undefined)	-5	-4	3	5	-7	0.0	0
S=C(c1ccc(-c2ccccc2)cc1)N1CCOCC1	1	-11	-1	7	-5	0.4	-2
Cc1cccc(C(=O)Nc2ccnc(-c3cccnc3)n2)c1	-1	7	3	?	-4	/	-7
Nc1c(-c2ccccc2)c(CN2CCOCC2)nn1-c1ccc(F)cc1	12	-2	-3	-3	-10	1.0	-1
O=C(Nc1ccc2ccccc2c1)c1ccccc1[N+](=O)[O-]	13	-3	-3	1	-3	3.4	0
C[C@@H]1CCCCO[C@H](CN(C)Cc2ccc(C(=O)O)cc2)[C@H](C)CN([C@@H](C)CO)C(=O)c2cc(N(C)C)ccc2O1	5	4	-4	1	-1	1.1	-7
CC=Cc1ccc2n(c1=O)C[C@H]1[C@H](CO)[C@@H](C(=O)NCCc3ccccc3)[C@@H]2N1C (mixture of isomers)	-4	-15	-2	1	-1	-0.4	-1
C=CC[C@@H](CC(=O)OC(C)(C)C)C(=O)OC[C@@H]1CCCN1C(=O)[C@@H](CC=C)CC(=O)N[C@H](CO)Cc1ccccc1	-9	3	2	2	-5	-0.1	18
CCc1cccc(C)c1NC(=O)CN1CCN(S(=O)(=O)c2ccc(C(C)(C)C)cc2)CC1	25	-3	/	-2	10	-2.2	-3
O=C(NCCCN1CCCC1=O)C1CCN(S(=O)(=O)c2cccc(Cl)c2Cl)CC1	-2	-2	3	-10	0	0.0	-2
CCC1OC(=O)C(C)C(OC2C[C@@](C)(OC)C(O)C(C)O2)C(C)C(O[C@@H]2OC(C)CC(N(C)C)C2O)[C@](C)(O)CC(C)C(=NOCOCCOC)C(C)C(O)[C@]1(C)O (some centres undefined)	8	-1	-1	-7	0	-0.2	-3
Cc1ccccc1Nc1nc(N)nc(CSc2nc3ccccc3c(=O)n2CCCO)n1	-16	13	-1	2	-4	/	/
COc1ccc(NC(=O)Nc2cccc3c2O[C@@H](CN(C)C(=O)Nc2ccc(C(F)(F)F)cc2)[C@@H](C)CN([C@@H](C)CO)C3=O)cc1	5	/	-1	/	/	0.1	-19
O=C1c2cccc(OCC(=O)N3CCCc4ccccc43)c2CCN1Cc1ccc(F)cc1	/	1	/	4	0	/	-3
COc1ccc(-c2csc(NC(=O)CSc3nnnn3C)n2)cc1OC	/	3	/	6	1	-0.8	-5
Cc1ccsc1/C=N/NC(=O)c1ccc([N+](=O)[O-])cc1	/	13	/	1	0	-0.1	0
